# CHRM1 antagonist – human CHRM1 antagonism; P11229; 360,000 compounds, 1.3% hits; inhibition, % at 3 µM; CHO-K1 hM1, Fluo-8 calcium fluorescence, ACh EC80 antagonist; AID 588852;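 active means percent inhibition above its own plate's cutoff, namely the mean of that plate's compound wells plus 3 SD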;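 further: peak over basal fluorescence ratio during 140 s after agonist addition; 0% = ACh EC80 plus DMSO and 100% = DMSO alone without agonist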
# Target sequence (P11229 whole entry, looked up): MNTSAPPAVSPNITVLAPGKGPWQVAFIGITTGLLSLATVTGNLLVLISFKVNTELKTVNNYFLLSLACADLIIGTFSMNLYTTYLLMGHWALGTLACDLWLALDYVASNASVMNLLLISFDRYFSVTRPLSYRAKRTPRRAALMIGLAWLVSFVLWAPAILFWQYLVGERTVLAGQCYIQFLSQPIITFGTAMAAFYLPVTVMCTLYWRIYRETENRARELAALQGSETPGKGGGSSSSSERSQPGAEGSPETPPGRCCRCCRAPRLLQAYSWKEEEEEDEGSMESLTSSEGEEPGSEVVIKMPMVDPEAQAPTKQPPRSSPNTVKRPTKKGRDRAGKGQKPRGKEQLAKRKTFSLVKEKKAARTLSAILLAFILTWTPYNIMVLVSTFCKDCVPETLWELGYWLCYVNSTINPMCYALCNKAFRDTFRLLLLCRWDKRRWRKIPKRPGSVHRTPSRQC
# OXTR potentiate – potentiators of human oxytocin receptor | CHO-OTR cells, Fluo-8 calcium fluorescence, potentiator mode; 0% = oxytocin EC15, 100% = EC100 | 320,000 compounds, 0.061% hits | activation, % at 3 µM;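 active means activation above that plate's cutoff, the mean activation of tested compounds plus 3 SD, cut at about 6.6% in these data, passing the limit was not always enough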;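 further: 100% uses oxytocin at 75 nM as the full agonist control; some results filed as inactive read as strong as hits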
#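 Measured by – Fluo-8 calcium dye fluorescence · Test system – human OTR in CHO cells · Dosing – one concentration, 3.0 µM compound · Controls – EC15 oxytocin alone as 0%, 75 nM oxytocin as 100% · Evaluation – normalized max/min fluorescence ratio, % activation · Timing – 6 min pre-incubation, 100 s read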
# CHRM4 antagonist – CHRM4 antagonism in calcium assay; P08173; CHO-hM4 cells, ACh EC80, Fluo-8 calcium fluorescence; inhibition, % at 3 µM; 360,000 compounds, 0.73% hits; AID 624125;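 active means inhibition above its plate's cutoff, the mean inhibition of sample wells plus 3 SD, cut at about 27% in these data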;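 further: 0% = acetylcholine EC80 with DMSO and 100% = DMSO without agonist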
# Target sequence (P08173 whole entry, looked up): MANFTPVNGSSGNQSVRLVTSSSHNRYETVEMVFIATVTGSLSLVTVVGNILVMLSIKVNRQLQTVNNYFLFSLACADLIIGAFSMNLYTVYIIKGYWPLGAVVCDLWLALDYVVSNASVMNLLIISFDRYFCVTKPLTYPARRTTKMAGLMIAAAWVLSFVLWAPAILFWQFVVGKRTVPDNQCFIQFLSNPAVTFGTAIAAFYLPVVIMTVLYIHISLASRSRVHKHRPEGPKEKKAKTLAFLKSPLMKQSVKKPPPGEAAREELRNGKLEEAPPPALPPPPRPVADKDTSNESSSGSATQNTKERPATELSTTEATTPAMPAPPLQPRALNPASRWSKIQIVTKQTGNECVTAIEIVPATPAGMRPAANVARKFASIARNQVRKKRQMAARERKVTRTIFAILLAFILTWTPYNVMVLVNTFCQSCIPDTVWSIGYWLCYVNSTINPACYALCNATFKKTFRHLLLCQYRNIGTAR
# CHO-K1 Ca antag – counter-screen for M1 antagonists: effect in parental CHO-K1 cells | AID 602250 | inhibition, % at 3 µM | 360,000 compounds, 0.6% hits | ATP-induced calcium, Fluo-8 fluorescence;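 active means inhibition above a per-plate cutoff, the plate's mean sample inhibition plus 3 SD, cut at about 24% in these data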;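 further: 0% = DMSO plus EC80 ATP and 100% = DMSO alone without ATP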
# CHO parental Ca – counter-screen for OX1R antagonists: effect in parental CHO cells; parental CHO-K1, ATP-induced calcium, Fluo-8 fluorescence; inhibition, % at 5.6 µM; 330,000 compounds, 0.63% hits;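 active means inhibition above that plate's mean sample inhibition plus 3 SD, cut at about 26% in these data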;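 further: 0% = ATP-challenged DMSO wells and 100% = DMSO wells without ATP; some compounds past the cut are filed as inactive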
#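 Test system: untransfected parental CHO cell line. Compound: one dose, 5.6 µM nominal. Detection: intracellular calcium via Fluo-8 no-wash fluorescent dye. Measure: % inhibition. Benchmarks: ATP-challenged DMSO wells low, unchallenged DMSO wells high.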
# CHRM4 agonist – agonists of human muscarinic M4 receptor (CHRM4) | P08173 | CHO-K1 hM4/Gqi5, Fluo-8 calcium fluorescence; vehicle 0%, full acetylcholine response 100% | activation, % at 3 µM | 360,000 compounds, 0.14% hits;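 active means activation above the run mean over all test wells plus 3 SD, cut at about 32% in these data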;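 further: peak over basal fluorescence ratio per well then scaled between controls; 0% = DMSO wells and 100% = acetylcholine at EC100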
# CHRM1 PAM – human CHRM1 positive allosteric modulation; CHO-K1 hM1, Fluo-8 calcium fluorescence, ACh EC20; 0% = ACh EC20, 100% = maximal ACh; P11229; 360,000 compounds, 0.088% hits; AID 588819; activation, % at 3 µM; in the data active means activation above about 19%, passing the limit was not always enough
# M1 ag parental – nonselective activator or artifact in parental CHO-K1 cells | AID 602248 | 360,000 compounds, 0.48% hits | Fluo-8 calcium fluorescence; scaled to maximal ATP response, vehicle zero | activation, % at 3 µM; in the data active means activation above about 15%;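 further: untransfected CHO-K1 host cells lacking M1 receptor as counterscreen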
# M1 ag – activates human CHRM1 receptor | CHO-K1 hM1, Fluo-8 calcium fluorescence, agonist mode; 0% DMSO, 100% acetylcholine EC100 | 360,000 compounds, 0.33% hits | P11229 | activation, % at 3 µM;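 active means activation above the run's mean compound activation plus 3 SD, cut at about 16% in these data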;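 further: peak over basal fluorescence ratio within a 140 s kinetic read after compound addition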
# Starred values were filed as active, the others as inactive; . = no result given. No enrichment for hits; about 2.9% have a hit in one of these screens.
SMILES,CHRM1 antagonist,OXTR potentiate,CHRM4 antagonist,CHO-K1 Ca antag,CHO parental Ca,CHRM4 agonist,CHRM1 PAM,M1 ag parental,M1 ag
C[C@H](CO)N1C[C@H](C)[C@@H](CN(C)S(=O)(=O)c2ccccc2)Oc2c(cccc2N(C)C)C1=O,-6,3,6,-8,-25,2,7,0.1,-8
O=C(O)CC1(CC(=O)NCc2csc(-c3cccs3)n2)CCCCC1,-2,2,-17,0,-5,0,2,-0.3,-3
COc1ccc(-c2csc(C(C)(O)c3ccccc3)n2)cn1 (stereo not given),-9,.,-7,-17,.,5,1,1.8,-3
C/C(=N\NC(=O)c1nnn(-c2nonc2N)c1-c1ccc2c(c1)OCO2)c1ccc(F)cc1,-5,-5,-6,-13,-10,12,5,1.7,3
CC(=O)c1cccc(-c2ccnc3c2CC(C(=O)Nc2ccc(C(C)C)cc2)O3)c1 (stereo not given),-9,.,-17,11,.,7,8,0.6,3
COc1ccc(CN2C(=O)c3cccnc3C2Nc2cc(Cl)ccc2OC)cc1 (stereo not given),-11,-6,-1,-15,-22,3,4,1.5,-3
COc1cccc(NC(=O)c2cccc(OC)c2OC)c1,-4,-7,-1,-3,-10,2,5,0.5,-5
NC(=O)c1cc([N+](=O)[O-])ccc1NCc1cccnc1,3,3,1,3,-11,11,-6,3.0,-8
COc1ccc(Oc2nc(Oc3ccc(OC)cc3)nc(Oc3ccc(OC)cc3)n2)cc1,6,-1,24,4,-15,4,-1,1.4,-3
CCN(Cc1ccccc1)C(=O)COC(=O)c1c(C)nsc1NC,7,-12,-1,-14,-18,13,-8,9.2,2
CC(C)Cn1c(=O)c2ccccc2n2c(CCC(=O)NCC3CCCO3)nnc12 (stereo not given),-1,6,7,-15,-21,3,3,0.7,-2
CCOC(=O)N1CCN(c2c(N3CCN(c4cccc(C)c4C)CC3)c(=O)c2=O)CC1,-10,.,-10,-5,.,0,7,-0.3,-4
COc1cc(/C=C(\C#N)C(=O)Nc2ccc3c(c2)OCCO3)ccc1O,-8,-2,-11,-19,20,5,-1,5.0,-1
CC1=NC(C(F)(F)F)(C(F)(F)F)C(C#N)=C(C)N1,-17,-6,-4,-2,-5,2,17,0.6,1
Cc1c(NC(=O)c2ccc(F)cc2)c(=O)n(-c2ccccc2)n1C,14,-3,2,0,-4,0,-7,-0.4,-5
CCN(CC)S(=O)(=O)c1cccc(C(=O)OCC(=O)Nc2ccc3c(c2)c2ccccc2n3CC)c1,9,0,-7,-17,-7,0,-4,0.1,0
CCNC(=O)N1CCN(CCCC(c2ccc(F)cc2)c2ccc(F)cc2)CC1,-20,-4,-8,14,-5,6,5,1.3,-3
COC(=O)c1[nH]c2cc(OC)ccc2c1NC(=O)CCN1CCN(c2cccc(C)c2C)CC1,-21,-16,8,20,-21,5,3,0.8,-1
CCOc1ccc(C(=O)NCc2ccc3c(c2)OCO3)cc1OCC,-11,-5,9,-2,-8,2,8,0.2,-3
CC1CN(Cc2nnc(-c3ccccc3)o2)CC(C)O1 (stereo not given),1,-1,-3,-10,-4,0,4,0.7,-4
CS(=O)(=O)Cc1cccc(C(=O)NC2CCSc3ccccc32)c1 (stereo not given),-17,-8,-27,-11,-9,4,10,2.7,-1
Cc1ccc([N+](=O)[O-])cc1N=C(c1cccc(Br)c1)N1CCOCC1,-27,-5,-3,12,-20,-2,1,-0.6,-5
COc1ccccc1NC(=O)NCCN1CCN(c2cccc(Cl)c2)CC1,-8,-12,3,-6,-7,2,3,1.6,-8
C=CCn1c(COc2ccc(F)cc2)nnc1SCC(=O)NC1CCS(=O)(=O)C1 (stereo not given),-2,4,-9,16,-10,0,7,0.1,1
Cc1ccc(CCN2CC(C(=O)NCCN3CCCCCC3)CC2=O)cc1 (stereo not given),-5,-5,1,-16,-17,1,1,0.5,-4
OCCN1CCN(CC(O)COc2ccc(Cl)cc2)CC1 (stereo not given),-17,-1,12,-8,-1,1,14,-0.3,-3
Clc1ccc(Nc2cc(-c3ccccc3)nc3ncnn23)cc1,-11,-12,7,2,-18,0,10,1.2,-3
c1ccc(N2CCN(c3nnnn3-c3ccccc3)CC2)cc1,-8,-2,2,-3,-3,1,6,0.7,-2
Cc1ccc2c(c1)N(C(=O)CCC(=O)NC1CCC(C)CC1)CCO2 (stereo not given),6,4,-15,-1,-8,1,-2,-0.5,-7
N#Cc1c(C(F)(F)F)cc(-c2ccccc2)n(N)c1=O,-15,-17,-11,31*,2,2,10,3.1,-3
CCCCN(C(=O)c1ccc(NC2CC2)c([N+](=O)[O-])c1)c1c(N)n(CC(C)C)c(=O)[nH]c1=O,-6,-5,-2,-13,-6,0,16,-0.5,-1
COCC(=O)N1CCC(Oc2ccc(C(=O)N(C)C3CCCCC3)cc2)CC1,-16,.,-3,-3,.,1,12,6.3,5
COC(=O)c1c(-c2cccc(C)c2)csc1N,4,-12,-5,5,-17,1,1,-0.2,-3
COc1ccc(OC)c2sc(NC(=O)c3ccc(Cl)s3)nc12,-14,-3,-15,-5,-8,1,11,1.1,-4
Cc1ccc(O)c(-c2cc(-c3ccc(F)cc3)no2)c1,11,-4,16,0,-5,-1,-5,0.2,0
COc1ccc(C2CC(=O)c3cnn(-c4nc(C)cc(C)n4)c3C2)cc1 (stereo not given),-4,-1,10,6,-11,0,4,0.0,-3
CCCCc1c(C)nc2ccc(Br)cc2c1SC(N)N,6,.,3,-8,.,1,3,2.3,-1
CCN1C(=N)N(c2ccccc2)C(=O)C(CC)(CC)C1=O,-4,.,-4,-5,.,2,2,-0.1,-4
N/C(Cc1ccc([N+](=O)[O-])cc1)=N\OC(=O)c1ccco1,-1,2,0,-10,-8,0,3,-0.1,-4
CCNC(=S)Nc1cccc(S(=O)(=O)NC2=NCCC2)c1,-9,4,-3,-12,2,0,6,1.7,-5
COc1ccc(/C=N/NC(=O)c2cccc(Br)c2)cc1CN1CCOCC1,-1,-10,5,8,-18,5,2,0.9,-4
CC(=O)Nc1ccc(S(=O)(=O)Nc2ccc(C(=O)NCC(=O)O)cc2)cc1,-8,-3,3,-12,-7,0,5,0.3,-3
Cc1occc1-c1nnc(SC(C)C(=O)Nc2ccccc2F)o1 (stereo not given),-2,.,7,5,.,0,-1,-0.3,-3
Cc1cc(F)ccc1S(=O)(=O)Nc1ncnc2sccc12,9,-12,-6,-7,-9,1,5,1.6,-4
Cc1cccc(C)c1OCC(=O)OCC(=O)c1ccc2c(c1)NC(=O)CO2,14,-19,8,10,-26,12,-11,4.4,0
Cc1ccc(C)c(NC(=O)c2oc(=O)c3ccccc3c2-c2ccccc2)c1,9,-11,-14,-6,16,-2,-6,0.3,-10
COc1ccc(CNC(=O)CCCSc2ccccc2)cc1,-4,0,-6,-20,-6,1,7,0.2,-4
COC(=O)c1cccc(C(=O)N2CCC(CO)(CCc3ccccc3)CC2)c1,-16,4,-11,-2,-14,3,6,2.8,-2
COc1ccc(CC2(CO)CCN(S(=O)(=O)c3cccc4cccnc34)CC2)cc1,-2,-10,1,-4,-4,14,1,4.6,3
Cc1ccc(S(=O)(=O)N2CCOCC2)cc1NC(=O)CN(C)CC(=O)Nc1cccc(F)c1,-2,.,-2,-4,.,3,0,0.9,-3
O=C(Nc1ccccc1-c1ccccc1)c1cnccn1,-1,-23,9,2,-24,0,3,0.5,-2
COCCN1C(=O)N[C@@H](c2cccs2)C(C(C)=O)=C1C,-1,-4,-9,-13,-21,2,7,0.7,-5
CC(c1ccco1)N(C(=O)C12CC3CC(CC(C)(C3)C1)C2)c1ccccn1 (stereo not given),-11,-13,8,-5,-5,-1,7,-0.5,-3
CCOc1ncccc1C(=O)N1CCCSC1=Nc1ccc(C(C)=O)cc1,-5,-7,2,-7,-26,-1,4,-0.4,-4
Cc1ccc(NC(=O)CSc2nnc(C(F)(F)F)n2C)cc1[N+](=O)[O-],-2,-7,0,-3,-12,1,-4,0.6,-10
CCNCCNC(=O)c1c(O)c2ccccc2n(CC)c1=O,2,-3,3,-3,-29,1,-3,-0.3,-5
CC(c1ccccc1)C1CC(=O)N(Cc2ccccc2)C1=O (stereo not given),-6,-7,10,-11,0,1,4,0.4,-11
CC(=O)c1cccc(NC(=O)CSc2nc(C3CC3)nc3ccccc23)c1,9,-8,6,-6,-13,5,-6,3.8,-1
CN(C)C(=O)CSc1cnc2ccccc2n1,-1,2,-9,-3,6,1,4,-0.3,-4
Cc1ccc(C(=O)O)cc1Nc1ncnc2sc3c(c12)CCC3,-5,3,-1,-3,-9,0,3,1.0,-3

# One compound at a time, as listed above.
# Record of Cc1ccc(S(=O)(=O)N2CCOCC2)cc1NC(=O)CN(C)CC(=O)Nc1cccc(F)c1 → CHRM1 antagonist = -2; OXTR potentiate = .; CHRM4 antagonist = -2; CHO-K1 Ca antag = -4; CHO parental Ca = .; CHRM4 agonist = 3; CHRM1 PAM = 0; M1 ag parental = 0.9; M1 ag = -3
# Record of Cc1ccc(C(=O)O)cc1Nc1ncnc2sc3c(c12)CCC3 → CHRM1 antagonist = -5; OXTR potentiate = 3; CHRM4 antagonist = -1; CHO-K1 Ca antag = -3; CHO parental Ca = -9; CHRM4 agonist = 0; CHRM1 PAM = 3; M1 ag parental = 1.0; M1 ag = -3

# (next part)
SMILES,CHRM1 antagonist,OXTR potentiate,CHRM4 antagonist,CHO-K1 Ca antag,CHO parental Ca,CHRM4 agonist,CHRM1 PAM,M1 ag parental,M1 ag
COCCCNC(=O)c1ccc(CNS(=O)(=O)c2ccc(NC(C)=O)cc2)cc1,-27,-1,-20,-19,-7,0,5,0.7,-2
CCOC(=O)c1sc(NC(=O)C2CSC3(C)CCC(=O)N23)nc1C (stereo not given),0,-3,-5,10,4,0,1,-0.3,-3
O=C(/C=C/c1ccc(F)cc1)Nc1ccc(S(=O)(=O)Nc2ncccn2)cc1,-4,-1,8,11,-16,1,11,1.7,1
COc1ccccc1NC(=O)c1ccc(NS(=O)(=O)c2c(C)noc2C)cc1,10,-7,7,15,-3,1,-7,0.6,-4
COCCN=C1Sc2nc3ccc(C)cc3cc2CN1Cc1ccco1,-13,-10,-11,-16,-16,1,9,0.5,-4
CCOC(=O)CC(C#N)c1cn(C)c2ccccc12 (stereo not given),-8,-4,13,-25,0,2,5,-0.1,-5
CC(O)C(=O)N/N=C/c1ccccc1C(=O)O (stereo not given),-6,2,-16,-5,-5,-1,4,-0.2,-5
Cc1ccc(O)c(CNc2nc3ccccc3[nH]2)c1,11,.,13,6,.,3,-5,1.9,-3
CN(C(=O)CCN1C(=O)c2ccccc2C1=O)c1ccccc1,-6,5,-16,-10,-1,0,2,-0.2,-3
O=C(CN1C(=O)NC2(CCCC2)C1=O)Nc1ccc(S(=O)(=O)N2CCOCC2)cc1,2,3,4,4,-6,0,-1,0.1,-8
CC(C)N1CCc2[nH]c(=S)[nH]c(=O)c2C1,0,-2,3,-6,4,3,-3,2.4,-6
Cc1cc(=O)oc2cc(OCC(=O)N3CCCC3)ccc12,11,-8,-5,17,-3,0,9,-0.2,9

# From PubChem BioAssay
